# Rtt109 HAT inh: inhibitors of C. albicans Rtt109/Vps75 HAT, primary screen, biochemical, ThioGlo CoA-SH fluorescence, plate reader; purified Rtt109/Vps75, 4 h; inhibition, % at 34.9 µM; hit rate 0.16% among 330,000; AID 540336, 2011;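 active means inhibition of at least 50% in every replicate; inconclusive means best replicate reaches 50% inhibition but some replicates fall short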
# Target sequence (Q5AAJ8 whole entry, looked up): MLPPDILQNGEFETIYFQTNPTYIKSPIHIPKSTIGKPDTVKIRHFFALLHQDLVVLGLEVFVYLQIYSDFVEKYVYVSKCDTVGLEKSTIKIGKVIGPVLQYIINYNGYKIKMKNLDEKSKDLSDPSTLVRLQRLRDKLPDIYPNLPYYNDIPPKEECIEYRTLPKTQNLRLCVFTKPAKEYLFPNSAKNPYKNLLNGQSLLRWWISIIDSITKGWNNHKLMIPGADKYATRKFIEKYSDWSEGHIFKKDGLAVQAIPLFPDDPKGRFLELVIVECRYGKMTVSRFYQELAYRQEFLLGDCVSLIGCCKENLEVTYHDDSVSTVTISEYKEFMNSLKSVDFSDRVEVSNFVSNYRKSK
# PfHsp90 yeast 2: growth inhibition of PfHsp90-expressing yeast, primary screen, antimalarial PfHsp90 inhibitor project, S. cerevisiae, BacTiter-Glo luminescence, single point, set 2. hit rate 0.32% among 310,000. BacTiter-Glo ATP, 48 h; yeast lacking PDR1 and PDR3 efflux regulators. inhibition, % at 9.4 µM;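 active means every replicate shows inhibition above about 80%, whatever the replicate mean, limit read from the data; inconclusive means mean inhibition reaches the set limit but some replicate falls short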;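 further: 0% = DMSO neutral controls and 100% = 20 µM radicicol positive controls; yeast relying on Plasmodium falciparum Hsp90 in place of its own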
# AddAB inh: growth inhibition of E. coli expressing H. pylori AddAB, primary screen, AddAB inhibitor project, absorbance; AID 435030, 2010; inhibition, % at 11.9 µM; hit rate 0.29% among 330,000; in the data active means inhibition above about 12%;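 further: 0% = vehicle wells of infected cells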
# PvdQ inh: P. aeruginosa PvdQ acylase inhibitors, primary screen, biochemical, fluorescence, plate reader and imaging, single point | PvdQ acylase [Pseudomonas aeruginosa LESB58] | purified PvdQ acylase | inhibition, % at 10 µM | hit rate 0.063% among 340,000 | AID 488965, 2010; in the data active means inhibition above about 30%, passing the limit was not always enough; inconclusive means no clear call, values can overlap the other calls;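 further: 0% = vehicle neutral wells and 100% = reference inhibitor wells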
# Tat transport: E. coli Tat export inhibitors, primary screen, MC4100, TorA-mCherry reporter, fluorescence, single point | inhibition, % at 10 µM | hit rate 0.036% among 340,000 | AID 488895, 2010;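 active means mean replicate inhibition at least 50% and at least half of replicates individually reaching 50%; inconclusive means only one of the two criteria met; inactive means neither criterion met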;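 further: exported cargo escapes ClpAP degradation while cytoplasmic cargo is degraded and loses fluorescence; 0% = median of neutral control wells and 100% = median of NaSCN control wells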
# Wnt bcat act: Wnt/beta-catenin pathway activators, primary screen, cell-based, plate reader, single point | Wnt/beta-catenin reporter cell assay, activator | activation, % at 9.35 µM | hit rate 1.2% among 300,000 | AID 743398, 2014; in the data active means activation above about 30%, passing the limit was not always enough; inconclusive means no clear call, values can overlap the other calls;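 further: 0% = neutral control wells and 100% = positive control wells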
# CAL PDZ FP: CAL PDZ peptide-binding inhibitors, primary screen, biochemical, fluorescence polarization, Cer-tagged CAL PDZ, HTS | hit rate 0.02% among 330,000 | purified CAL PDZ, TMR-peptide fluorescence polarization, 1 h | inhibition, % at 20 µM | Golgi-associated PDZ and coiled-coil motif-containing protein (Homo sapiens), Q9HD26;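 active means highest replicate inhibition of at least 40%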;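 further: plate controls were DMSO neutral control wells for no effect and unlabeled competitor peptide control wells for full effect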
#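 Material: tagged CAL PDZ domain; buffer or medium: 25 mM sodium phosphate pH 7.4, 150 mM NaCl, TCEP, IgG, Thesit; compound dosing: single point, 20 µM; schedule: 1 h incubation at room temperature before polarization reading; measured by: FP readout, S and P plane fluorescence; read-out basis: percent inhibition from loss of millipolarization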
# DAGLB inh: DAGLB lipase inhibitors, primary screen, biochemical, fluorescence, HTS. HEK293T DAGLB membrane lysate, EnzChek fluorogenic substrate. inhibition, % at 5.17 µM. AID 504411, 2011. hit rate 0.059% among 340,000. Diacylglycerol lipase-beta (Homo sapiens), Q8NCG7; in the data active means inhibition above about 34%;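 further: 0% = enzyme with vehicle and 100% = wells lacking enzyme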
# Target sequence (Q8NCG7 whole entry, looked up): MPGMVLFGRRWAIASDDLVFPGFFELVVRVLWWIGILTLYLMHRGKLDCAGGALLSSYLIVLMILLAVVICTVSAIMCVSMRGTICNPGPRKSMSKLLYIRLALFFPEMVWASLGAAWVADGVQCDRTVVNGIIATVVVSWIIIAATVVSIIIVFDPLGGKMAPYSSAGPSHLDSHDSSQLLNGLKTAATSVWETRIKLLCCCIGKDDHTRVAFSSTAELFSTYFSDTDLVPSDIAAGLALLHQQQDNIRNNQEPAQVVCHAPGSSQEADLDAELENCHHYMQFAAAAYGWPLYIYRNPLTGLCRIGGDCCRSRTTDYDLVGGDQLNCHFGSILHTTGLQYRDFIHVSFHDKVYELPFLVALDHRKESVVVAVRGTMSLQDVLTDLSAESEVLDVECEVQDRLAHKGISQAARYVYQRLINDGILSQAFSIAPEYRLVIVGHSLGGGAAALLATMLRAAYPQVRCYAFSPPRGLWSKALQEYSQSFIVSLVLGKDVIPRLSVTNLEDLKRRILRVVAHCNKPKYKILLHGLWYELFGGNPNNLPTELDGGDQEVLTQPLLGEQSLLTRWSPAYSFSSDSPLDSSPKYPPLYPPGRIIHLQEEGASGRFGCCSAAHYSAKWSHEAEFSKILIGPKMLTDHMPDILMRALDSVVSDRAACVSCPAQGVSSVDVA
# phage Ecoli inh: growth loss of phage-infected E. coli, primary screen, RecBCD inhibitor project, absorbance, with phage, HTS | inhibition, % at 11.9 µM | hit rate 0.26% among 360,000; in the data active means inhibition above about 11%
# Ecoli viability: E. coli V3065 growth inhibition, primary screen, counter-screen for AddAB inhibitor project, absorbance, OD600. 18 h. inhibition, % at 11.9 µM. AID 449728, 2010. hit rate 0.27% among 330,000;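 active means inhibition above the campaign's mean inhibition across all tested compounds plus 3 SD, cut at about 9.9% in these data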;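 further: uninfected addAB+ strain grown without phage in ampicillin broth; 0% = DMSO wells and 100% = ciprofloxacin 0.95 µg/ml wells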
# * marks the source's active call; other numbers are inactive results; ? = inconclusive; . = not tested or not shown.
mol	phage Ecoli inh	Tat transport	Wnt bcat act	PfHsp90 yeast 2	PvdQ inh	Ecoli viability	Rtt109 HAT inh	DAGLB inh	CAL PDZ FP	AddAB inh
O=S(=O)(/N=C(/Nc1ccccn1)c1ccccc1)c1ccc(Cl)cc1	2.1	-1	.	31	-14	-1.1	4	-4	-1.1	0.1
COc1cccc(NC(=O)Cn2cc3c(n2)CCCCC3)c1	0.5	-1	1	15	-16	-2.6	-1	-2	0.5	7.5
c1ccc(-n2c(SCc3nc(-c4cccs4)no3)nnc2-c2ccco2)cc1	0.0	-1	-3	-15	-2	-1.7	-10	1	-3.3	0.4
CCCCNS(=O)(=O)c1ccc2c(c1)oc(=O)n2CC(=O)OCC	2.8	-7	-4	9	-11	0.5	11	-1	-0.2	2.2
CCC(C)NC(=O)C1CCN(S(=O)(=O)c2cccs2)CC1 (stereo not given)	1.6	-4	.	.	-14	0.6	-2	-1	-0.6	1.2
O=C(Cn1cnc2scc(-c3cccc([N+](=O)[O-])c3)c2c1=O)NCc1ccco1	0.8	17	-1	3	4	-2.6	13	-1	-1.5	-1.7
C[C@@H]1CN=C2N(CCNC(=O)CCC3CCCCC3)[C@H](Cc3ccc(O)cc3)CN21	-0.5	-2	-3	.	-13	-2.4	6	1	-1.3	1.5
CC(C)CNC(=O)NC(=O)COC(=O)c1cc(F)cc(F)c1	1.9	-6	0	12	-13	2.8	7	1	-0.9	0.8
Cc1ccc(C)c(S(=O)(=O)Nc2ccc(O)c(Sc3ncn[nH]3)c2)c1	-0.7	-2	4	-46	-11	0.7	2	1	0.7	1.1
CC(CCc1ccccc1)NC(=O)CN(C)Cc1ccccc1F (stereo not given)	-0.1	2	-1	-7	-16	1.8	-2	-5	-0.9	1.9
COc1ccc(CNC(=O)CN(Cc2ccco2)C(=O)CCC(=O)Nc2ccccn2)cc1	2.2	-3	0	-27	-10	1.9	4	1	-1.1	4.1
Nc1ncc(Br)cc1S(=O)(=O)NCCC(=O)NC1CCCCC1	1.7	-6	0	-18	-12	-1.4	4	0	-2.7	-0.8
COc1ccc(C2(O)CCN(CC(=O)Nc3nc(-c4ccccc4)cs3)CC2)cc1	0.6	3	0	47	16	-1.7	-1	-2	-6.3	-1.7
NC1=NC(=O)/C(=C\c2cccs2)S1	4.2	-6	21	25	16	0.7	-9	-5	-0.4	4.4
COC1=C(NCc2ccc3c(c2)OCO3)C(=O)C(OC)=C(NCc2ccc3c(c2)OCO3)C1=O	1.6	0	-2	-16	-7	.	8	3	-2.4	.
O=C(COc1ccc(-c2nnco2)cc1)NCc1ccccc1Cl	3.2	2	2	13	0	-1.1	0	1	-3.7	2.5
COc1ccc(NC(=S)Nc2ccc3cn[nH]c3c2)cc1	1.4	-4	13	18	8	-1.9	-15	2	-0.1	2.7
CC1=Nc2cc(C(=O)N3CCCC3)ccc2Sc2c(C)ccc(C)c21	-0.1	-1	-4	-2	-14	-1.4	2	4	-0.4	1.9
COc1ccc(NC(=S)N(CCN2CCOCC2)Cc2ccccc2F)cc1	0.8	-7	0	-8	10	0.9	-4	0	-0.4	2.1
O=[N+]([O-])c1cccc(-c2noc(-c3cccs3)n2)c1	-0.2	4	48*	-7	-16	-1.6	-5	-4	1.3	0.3
COc1ccc(Cc2nc3ccc(C(=O)N(C)CCO)cc3o2)cc1	1.8	4	-1	20	-7	0.4	4	-3	1.6	-2.6
CC(=O)c1cccc(NC(=O)CSc2nc(=O)n(CCN3CCOCC3)c3c2CCC3)c1	2.1	-7	-1	.	-10	0.9	9	2	-2.5	1.1
CCOc1cc(/C=N/NC(=O)c2ccccn2)ccc1OC(=O)c1ccc(F)cc1	0.9	3	6	-16	-7	1.1	1	-1	-0.8	0.6
COc1cccc(NC(=S)N/N=C2/CCCCc3ccccc32)c1	-2.0	9	11	-8	-5	.	-2	-6	-2.6	.
O=C(CSc1nnc(-c2ccc(F)cc2)c2ccccc12)Nc1cccc(Cl)c1	3.5	2	-1	-14	1	-1.2	4	-12	-1.5	-1.9
COc1ccc(C(=O)NCCOc2ccccc2Cl)c(OC)c1OC	-0.7	-3	?	-18	-3	0.6	-7	-9	-1.7	-1.5
CCn1cc(C(=O)O)c(=O)c2cc(F)c(N3CCN(C(=S)NC(=O)c4cc(OC)cc(OC)c4)CC3)cc21	97*	22	-1	2	-13	98*	3	4	-2.1	98*
CC(=O)Nc1ccc2nc(NC(=O)CCc3ccccc3)sc2c1	4.8	8	0	-19	12	-0.8	-2	1	-2.6	-0.5
O=C(NCCCN1CCN(CCCNC(=O)c2cccc([N+](=O)[O-])c2)CC1)c1cccc([N+](=O)[O-])c1	4.0	-3	.	-35	-15	-0.4	-4	0	-0.7	1.7
CCOc1ccccc1N1CCN(C(=O)c2ccccc2SCC(=O)N2CCCC2)CC1	-2.1	1	2	14	-14	3.0	-2	1	-2.1	4.6
CCOc1ccc(-c2ccc(SCC(=O)NCC3CCCO3)nn2)cc1 (stereo not given)	1.1	-3	7	-3	2	0.9	12	-1	0.1	2.4
Cc1nn(-c2c(Cl)cc(Cl)cc2Cl)c(=O)c2ccccc12	2.0	7	.	4	-8	0.2	-3	-4	0.9	2.5
Cc1ccc2c(n1)sc1c(-c3ccc(Br)cc3)c(C#N)c(N)nc12	2.5	-9	.	4	-10	-0.6	2	2	-2.9	-0.9
Cc1cc(O)c(C(C)C)cc1NC(=O)Nc1cc(Cl)ccc1Cl	1.8	5	-6	.	-2	.	2	2	-0.8	.
CCOC(=O)CCc1c(C)c2c(C)nn(-c3ccccc3)c2[nH]c1=O	1.0	2	-1	-1	5	-0.4	7	-3	-0.1	-0.7
CSc1ncccc1C(=O)Nc1nc(C(C)(C)C)cs1	1.1	4	9	-11	-13	-0.1	1	-4	-1.7	4.0
CCOC(=O)c1nn(-c2ccc(F)cc2)c2c1CC/C2=C/c1ccccc1	1.6	17	-2	-8	-13	-0.8	-1	-3	-2.1	0.4
O=[N+]([O-])c1ccc(Cc2nnc(-c3ccccc3Cl)o2)cc1	2.6	3	4	4	-12	2.3	-6	-2	-3.5	-1.4
Cc1ccc(NC(=O)C(c2ccccc2)C2CCCC2)cc1 (stereo not given)	5.1	2	10	-2	-2	.	.	-9	-3.4	.
O=C(O)CN(c1ccc(F)cc1)S(=O)(=O)c1ccc2c(c1)OCCO2	-1.1	-5	-1	-5	9	0.4	-6	3	-0.9	0.4
CSCCC(NC(=O)c1ccccc1)C(=O)NNC(=O)c1csc(N2CCOCC2)n1 (stereo not given)	-1.2	-7	0	18	-5	3.6	-2	2	-1.0	2.0
CCN(CC)CCCNC(=O)c1ccc2c(=O)n(Cc3ccc4c(c3)OCO4)c(=S)[nH]c2c1	-1.5	7	-1	5	-19	-0.2	0	-2	-3.8	-0.6
CC(=O)OCC1=C(C(=O)O)N2C(=O)C(NC(=O)C(C)Cn3cc(Cl)cn3)C2SC1 (stereo not given)	5.7	-9	0	-30	10	-0.2	11	-4	-6.7	-1.7
COc1ccc(NC(=O)c2cn(C)c(=O)c3cc(OC)c(OC)cc23)cc1OC	2.0	-7	2	-15	-5	1.4	-18	-1	-1.5	0.7
CCc1ccc(NC(=O)COC(=O)c2ccc(Cl)c(S(=O)(=O)N3CCCCCC3)c2)cc1	4.7	6	.	-30	1	1.7	6	-9	-1.8	4.1
O=C(Nc1ccccc1N1CCOCC1)c1cc(Br)c(Br)s1	0.8	11	-3	.	4	0.3	3	-1	0.2	4.6
Cc1nn(-c2ccccc2)c(Cl)c1/C=N/Nc1nc2ccccc2n1C	1.4	0	?	-9	-6	-0.3	8	1	-0.3	0.3
Cc1ccc(NC(=S)Nc2ccccn2)c(C)c1	2.2	-5	1	2	5	0.9	6	-1	-0.5	2.4
Cc1ccc(-n2nc3c(=O)n(C(C)C(=O)NCc4ccccc4Cl)nc(C)c3c2C)cc1 (stereo not given)	1.3	-1	0	-2	2	1.7	-3	0	-2.1	1.7
O=C(C1CCCN1S(=O)(=O)c1cccc2cccnc12)N1CCc2ccccc2C1 (stereo not given)	1.5	1	-1	-2	-18	-0.9	-1	-1	-1.2	2.3
COCCn1nnnc1C(c1cc(OC)ccc1OC)N1CCc2ccccc2C1 (stereo not given)	4.0	2	.	3	1	2.1	-1	-1	-0.4	6.6
CN(C)c1ccc(Nc2c3c4c(cccc4n(C)c2=O)C(=O)c2ccccc2-3)cc1	-0.7	22	-3	23	9	-3.0	4	3	-0.1	-1.1
COc1ccc(C(=O)N2CCCC(c3nc(-c4cc(OC)c(OC)c(OC)c4)no3)C2)cc1 (stereo not given)	.	7	-2	.	-10	3.6	-4	-3	-0.3	1.5
CCCCN1C[C@H](Cc2ccccc2)[C@@H](CC(=O)Nc2ccccc2)C1=O	1.3	-3	-3	-5	1	0.7	9	-8	0.1	0.9
COC(=O)c1sc(-c2ccc(C(C)(C)C)cc2)cc1NC(=O)CSCC(=O)O	-0.4	38	3	-32	1	0.3	20	7	-0.6	-2.1
COc1ccccc1C(=O)NNC(=O)c1ccccc1[N+](=O)[O-]	2.3	-2	-9	-59	-6	-3.5	-8	-2	-1.9	0.7
O=C(CSc1nnnn1C1CCCCC1)Nc1ccc(F)cc1	2.1	-1	-1	0	0	-0.3	1	-2	0.3	4.3
O=C(O)COc1ccc(/C=C/c2nc(-c3ccccc3O)n[nH]2)cc1	2.5	-5	-2	-3	-5	-2.8	-8	-1	-5.2	0.1
O=C(CSc1nc(O)c(Cc2ccccc2)c(=O)[nH]1)N1CCOCC1	1.9	-3	1	-11	-14	-0.2	5	1	-2.3	-0.3
O=C(O)c1[nH]c2ccc(Cl)cc2c1CC(=O)N1CCN(c2ccccc2)CC1	0.7	-20	-1	-24	-3	-2.3	-2	4	-1.0	2.3

# Carrying on:
mol	phage Ecoli inh	Tat transport	Wnt bcat act	PfHsp90 yeast 2	PvdQ inh	Ecoli viability	Rtt109 HAT inh	DAGLB inh	CAL PDZ FP	AddAB inh
Cc1nccn1CCOc1ccccc1Cl	3.0	8	-1	-5	-3	.	-4	1	-0.4	.
Cc1ccccc1CNC(=O)CCn1nc(C)c2c(C)n(-c3ccccc3)nc2c1=O	-1.6	4	-2	-9	-7	-0.3	-6	-1	-1.1	2.8
O=C(NC1(C(F)(F)F)NC(=O)N(C2CCCCC2)C1=O)C1CC1 (stereo not given)	2.9	0	-1	.	-17	-1.0	-3	-1	.	0.4
COc1ccc(C2(O)CCN(C(=O)c3ccc4c(c3)OCO4)CC2)cc1	2.7	4	2	-9	3	-1.6	21	-2	-1.6	-1.8
Cc1ccc(-c2nn(-c3ccccc3)cc2/C=N/O)cc1	-0.4	-4	3	.	3	-0.9	8	-12	-1.2	-2.4
CCn1c2ccccc2c2cc(NC(=O)c3coc(=O)c(Br)c3)ccc21	3.5	.	1	.	.	-1.2	.	.	.	-16

# Screening data (PubChem BioAssay)
